STAT1 blocker – STAT1 signaling inhibition | NIH 3T3 STAT1-luciferase reporter, IFN-gamma, luminescence | inhibition, % at 5.5 µM | 0.35% of 200,000 active;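 active = inhibition above a set limit, the mean inhibition across all tested compounds plus 3 SD, cut at about 34% in these data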;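 also: 0% = IFN-gamma with DMSO and 100% = IFN-gamma with 300 µM nifuroxazide; values of inactives mirror those of a sister screen read the other way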
TLR4 MyD88 comp – TLR4-MyD88 interaction inhibition in cells. 0.18% of 200,000 active. AID 861. O00206+Q99836. HeLa CL3-4 TLR4/MyD88 BLA complementation, FRET ratio. inhibition, % at 8.4 µM; in the data active = inhibition above about 25%;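 also: 0% = vehicle and 100% = reference inhibitor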
Target sequence (O00206 whole entry, looked up): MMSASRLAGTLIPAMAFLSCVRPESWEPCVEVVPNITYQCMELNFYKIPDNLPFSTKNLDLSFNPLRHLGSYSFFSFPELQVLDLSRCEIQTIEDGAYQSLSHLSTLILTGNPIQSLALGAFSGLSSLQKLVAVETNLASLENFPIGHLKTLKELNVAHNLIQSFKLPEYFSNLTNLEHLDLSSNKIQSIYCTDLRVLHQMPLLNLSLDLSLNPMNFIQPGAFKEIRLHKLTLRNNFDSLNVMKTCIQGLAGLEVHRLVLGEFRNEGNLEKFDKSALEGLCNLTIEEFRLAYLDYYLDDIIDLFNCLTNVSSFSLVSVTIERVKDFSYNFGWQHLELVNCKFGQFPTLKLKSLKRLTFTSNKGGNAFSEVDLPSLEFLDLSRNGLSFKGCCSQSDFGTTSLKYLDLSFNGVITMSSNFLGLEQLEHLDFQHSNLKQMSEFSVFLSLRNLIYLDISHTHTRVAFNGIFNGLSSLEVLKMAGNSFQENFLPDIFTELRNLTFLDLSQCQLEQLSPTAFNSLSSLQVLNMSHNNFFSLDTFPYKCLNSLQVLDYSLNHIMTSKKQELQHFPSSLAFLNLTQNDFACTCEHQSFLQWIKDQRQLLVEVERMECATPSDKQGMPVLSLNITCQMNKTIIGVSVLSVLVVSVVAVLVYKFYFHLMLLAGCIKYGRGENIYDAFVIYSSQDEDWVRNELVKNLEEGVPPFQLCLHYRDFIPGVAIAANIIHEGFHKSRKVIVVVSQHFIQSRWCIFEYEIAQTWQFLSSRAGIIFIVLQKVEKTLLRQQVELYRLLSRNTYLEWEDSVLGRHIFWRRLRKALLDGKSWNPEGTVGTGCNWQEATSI
Target sequence (Q99836 whole entry, looked up): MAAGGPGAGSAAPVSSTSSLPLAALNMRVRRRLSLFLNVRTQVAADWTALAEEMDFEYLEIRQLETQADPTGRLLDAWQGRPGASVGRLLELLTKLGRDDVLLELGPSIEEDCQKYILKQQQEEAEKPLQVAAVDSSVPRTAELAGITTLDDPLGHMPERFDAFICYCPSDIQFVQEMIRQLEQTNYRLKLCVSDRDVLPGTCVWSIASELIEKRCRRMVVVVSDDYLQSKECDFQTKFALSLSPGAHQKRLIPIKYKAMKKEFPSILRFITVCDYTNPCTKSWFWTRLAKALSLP
STAT3 blocker – STAT3 signaling inhibition. U3A cells, IL-6 STAT3-luciferase reporter, luminescence; host cell line lacks STAT1. AID 862. 0.89% of 190,000 active. inhibition, % at 5.5 µM;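 active = inhibition above the mean inhibition across all screened compounds plus 3 SD, cut at about 44% in these data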;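 also: 0% = DMSO only wells and 100% = 100 µM nifuroxazide control wells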
APP 5'UTR act – APP 5'UTR luciferase reporter activation. 1% of 190,000 active. SH-SY5Y APP 5'UTR luciferase reporter, luminescence; zero percent = DMSO vehicle wells. activation, % at 2 µM;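 active = activation above a set limit, based on mean plus 3 SD of controls, cut at about 140% in these data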; also: values of inactives mirror those of a sister screen read the other way
Efa HMGR inh – inhibitors of class II HMG-CoA reductase from Enterococcus faecalis. purified E. faecalis HMGR, NADPH absorbance 340 nm kinetic. inhibition, % at 10 µM. 0.41% of 190,000 active. AID 1066;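 active = inhibition above a set limit, the median over all tested compounds plus 3 SD, cut at about 9.5% in these data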;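 also: enzyme runs in reverse so mevalonate oxidation gives rising NADPH absorbance; 0% = complete reaction with DMSO and 100% = background rate lacking mevalonate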
STAT1 act – activators of IFN-gamma induced STAT1 signaling | NIH 3T3 STAT1-luciferase reporter, luminescence; 100% = IFN-gamma alone, no compound | activation (% of control), % at 5.5 µM | 2.6% of 200,000 active;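 active = activation above the screen-wide mean activation plus 3 SD, cut at about 130% in these data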;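 also: raw ratio to IFN-gamma control signal so 100% means no change and 0% no light; values of inactives mirror those of a sister screen read the other way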
Hsp70 activator – Hsp70 transcriptional activation, primary screen; HeLa Hsp70 promoter luciferase reporter, luminescence; scaled: vehicle 0, proteasome-inhibitor control 100%; activation, % at 10 µM; 0.04% of 200,000 active; AID 1203;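 active = activation above the mean across all tested compounds plus 3 SD, cutoff set per campaign, cut at about 5.5% in these data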;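 also: 100% = MG132 at 30 µM as the positive control and 0% = DMSO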
NF-kB expr up – compounds increasing NF-kB expression in human neuronal cells. fold change at 12.5 µM. NF-kB reporter expression; stronger effect = higher value. 1.6% of 190,000 active; in the data active = fold change above about 3.3
Redox H2O2 prof – compounds producing H2O2 with reducing agent – biochemical, NIH compound library profiling, artefact control for MLSCN library redox annotation, primary screen | DTT-dependent redox cycling H2O2, phenol red/HRP absorbance; 100% = 100 µM peroxide control, 0% = buffer | activation, % at 10 µM | 0.03% of 200,000 active | AID 878;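 active = activation of at least 50% relative to the plate's high and low controls in the primary single-dose screen; inactive = activation below 50%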;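 also: compound incubated with DTT at 0.8 mM final as the reducing agent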
STAT3 act – STAT3 signaling activation. U3A cells, IL-6 STAT3-luciferase reporter, luminescence; 100% = signal with IL-6 EC80 alone. activation (% of control), % at 5.6 µM. 0.91% of 190,000 active. AID 871;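 active = activation above the screen-wide mean of compound activation plus 3 SD, cut at about 130% in these data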;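 also: 0% = background luminescence of wells with medium and substrate only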
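system = STAT3-luciferase reporter U3A cells | reagent = IL-6 stimulus at 33 ng/mL final | timing = 1 h compound pre-exposure, 6 h IL-6 stimulation, 37 °C | measured by = luminescence | evaluation = % activation versus median of IL-6-stimulated wells | control set = IL-6-only wells as 100% reference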
Numbers without * were called inactive.

SMILES	STAT1 blocker	TLR4 MyD88 comp	STAT3 blocker	APP 5'UTR act	Efa HMGR inh	STAT1 act	Hsp70 activator	NF-kB expr up	Redox H2O2 prof	STAT3 act
CC(C)CCNC(=O)CN(C(=O)CCC(=O)Nc1ccccn1)c1ccc2c(c1)OCCO2	1	7	8	8	-5	96	-0.3	0.73	1.2	97
COc1ccc(CCNC(=O)C(=O)NCCOc2ccccc2)cc1OC	-3	0	-4	10	0	103	-0.2	1	0.2	106
O=C(NCc1cccnc1)c1cc2ccccc2oc1=O	5	6	9	-6	0	95	0.0	1.4	0.0	97
O=C(Cc1cccs1)Nc1ccc(NC(=O)c2ccco2)cc1	-12	-1	3	1	-9	114	0.3	1.4	0.0	97
CCN(CC)C1=CC2=CC(=C(C#N)C#N)CCC2CC1 (stereo not drawn)	2	-4	6	-23	-7	98	-0.5	1.1	-0.2	98
CCOc1ccc2ccccc2c1C1NC(=S)N(C)C(C)=C1C(=O)OC (stereo not drawn)	9	6	0	7	-5	90	-0.4	1	-3.2	101
O=C(NC(C(=O)c1ccccc1)N1CCOCC1)c1cccs1 (stereo not drawn)	-9	6	2	19	-9	108	-0.3	1.3	1.2	100
COc1ccc(-c2nnc(SCC(=O)NCc3ccco3)n2C)cc1	-1	2	4	-4	0	101	-0.5	1.1	0.1	101
CCOC(=O)c1sc(NC(=O)Nc2ccccc2F)nc1C	-18	-16	75*	162*	-1	116	-0.4	1.2	-0.3	38
CC1CCCN(c2nc3nonc3nc2N2CCCC(C)C2)C1 (stereo not drawn)	6	1	5	11	-4	95	-0.4	1.1	0.1	97
COC(=O)c1ccc(COc2ncnc3c(Cl)cc(Cl)cc23)o1	7	1	0	2	-4	94	-0.3	1.1	0.2	101
CCN(CC)c1ccc(/C=C(\C#N)c2nc(-c3cccs3)c(NC(C)=O)s2)cc1	-8	28*	-12	25	-2	108	0.8	1.1	1.1	106
Cc1ccccc1NC(=O)/C(C#N)=C/c1ccccc1C(F)(F)F	-14	5	-4	-6	3	113	-0.4	2	0.4	106
Cc1onc(-c2c(F)cccc2Cl)c1C(=O)N1CCN(c2ncccn2)CC1	-2	-1	-7	-7	-6	102	0.3	1.1	-0.6	106
CCOCc1nnc(NC(=O)c2cc(Cl)ccc2OC)s1	-5	-4	11	-8	-7	105	0.0	1	0.2	91
CCCc1nc(SCC(=O)Nc2ccc(S(=O)(=O)N(C)C)cc2)c2ccccc2n1	17	-7	-3	12	-1	85	-0.2	0.95	0.3	100
Cn1cc(-c2ccno2)c(C(=O)O)n1	-9	-15	-3	9	-1	108	0.1	1.2	-1.9	102
CCCCC(=Nc1ccc(N)cc1)C1=C(O)C(C(=O)OC)C(C)(C)CC1=O (stereo not drawn)	-2	5	14	-43	-4	102	-0.3	1.1	-1.8	93
CCn1c(-c2cc3ccccc3cc2O)n[nH]c1=S	7	-2	15	-10	0	94	0.0	1.1	0.2	92
CC(C)(C)C(=O)NC(Nc1cccc2cccnc12)C(Cl)(Cl)Cl (stereo not drawn)	11	8	10	0	0	90	0.1	0.98	-4.9	98
CCOC(=O)C1C(=O)NC(N2CCN(c3ccccc3)CC2)=NC1c1ccccc1 (stereo not drawn)	-11	-9	3	-18	-3	110	0.2	1.1	-0.9	99
O=C(C1CC1)N(CCc1ccccc1)Cc1nc2ccccc2c(=O)[nH]1	-1	4	7	-3	-1	101	-0.3	1.1	1.2	96
CCCCCCCOC(=O)C[N+](C)(C)CCOC1CC2CCC1(C)C2(C)C (stereo not drawn)	20	2	-15	-10	-7	82	-0.3	2.5	0.8	109
Cc1cccc(N2CCN(c3cc(C)nc4nnnn34)CC2C)c1 (stereo not drawn)	1	-7	1	18	0	98	0.1	0.94	0.3	105
O=C(c1ccco1)N1CCN(C(=O)N2CCCCC2)CC1	10	3	-1	19	4	91	-0.5	1.2	-0.6	103
Other entries follow:
SMILES	STAT1 blocker	TLR4 MyD88 comp	STAT3 blocker	APP 5'UTR act	Efa HMGR inh	STAT1 act	Hsp70 activator	NF-kB expr up	Redox H2O2 prof	STAT3 act
COC(=O)CNc1nc(Cl)nc(Nc2ccc(C)cc2)n1	5	4	1	28	1	94	0.1	1.4	-1.2	103
CCOC(=O)C1C(=O)NC(c2ccccc2)=NC1c1ccc(F)cc1 (stereo not drawn)	0	3	-8	3	4	100	0.3	1	1.8	111
O=C(C1CCN(S(=O)(=O)N2CCOCC2)CC1)N1CCc2ccccc21	1	0	-28	2	-5	99	-0.3	2	-1.7	128
Fc1ccc(CNC(=S)NC2CCCCC2)cc1	6	8	9	-13	3	93	-0.2	1.2	-0.7	96
COC(=O)c1nn(-c2cccc(C(F)(F)F)c2)c(=O)cc1Sc1ccccn1	6	0	-2	17	-2	95	0.0	1.1	0.2	101
CCC(CC)c1nnc(NC(=O)c2ccc(S(=O)(=O)N3CCc4ccccc4C3)cc2)s1	-3	1	3	6	-5	103	-0.1	1	-0.3	105
O=C(N/N=C(\Cc1ncc[nH]1)c1ccccc1)c1ccncc1	-1	-10	8	-44	-4	99	-0.2	1.1	1.1	98
Cc1nnc(SCC(=O)Nc2ccc(S(=O)(=O)N3CCCC3)cc2)n1N	0	-2	6	-3	0	100	-0.2	1	2.9	97
O=C1NN(c2ccccc2)C(=O)/C1=C\c1cccn1-c1ccc(Cl)c([N+](=O)[O-])c1	27	-4	-28	-4	4	77	-0.4	1.1	0.1	123
CCOC(=O)N1CCC(n2c(SCC(=O)NCc3ccccc3)nc3ccccc3c2=O)CC1	-1	13	6	-2	-1	101	-0.2	0.69	0.3	97
CN(C)CCNC(=O)/C(=C/c1cccc([N+](=O)[O-])c1)NC(=O)c1ccccc1	-2	-7	5	9	-3	102	-0.3	1.3	-0.2	97
COc1ccc(CCn2c(C)cc(C(=O)CSc3nnnn3-c3ccccc3)c2C)cc1	-3	-8	-2	-2	4	103	-0.4	1.2	8.7	103
CCCNC(=S)NC1CC2CCC(C1)N2Cc1ccccc1 (stereo not drawn)	5	-9	12	9	-3	95	-0.4	1.1	-8.3	93
CCOC(=O)N1CCN(C(=O)COc2ccc(S(=O)(=O)NCc3ccccc3)cc2)CC1	2	4	-6	-4	-1	98	-0.1	0.84	-4.2	107
Cc1nc(NCCN2CCOCC2)c2oc3ccccc3c2n1	1	7	-4	-9	-9	99	0.1	1.1	0.6	107
Cc1cc(C)c2nc(NC(=O)C3CCCO3)sc2c1 (stereo not drawn)	-55	8	-4	159*	3	151*	0.0	6.2*	0.1	110
CC1CCCC(C)N1C(=O)Cn1cc(/C=C2/C(=O)Nc3ccccc32)c2ccccc21 (stereo not drawn)	-4	2	-70	10	1	102	-0.2	0.56	0.3	158*
OCCNc1c2ccccc2nc2c(F)c(F)c(F)c(F)c12	-7	69*	10	-87	-7	106	-0.4	0.63	0.8	94
Cc1ccc(NC(=O)/C(=C/c2cccs2)NC(=O)c2ccco2)c(C)c1	5	-5	10	3	-3	96	-0.5	1.2	-0.2	94
Cc1cccc(C)c1NC(=O)CCCSc1nnc(-c2ccc(F)cc2)n1-c1ccccc1	7	-14	8	-12	0	94	-0.5	0.95	-0.6	95
COC(=O)Cn1c(CCS(=O)(=O)c2ccc(Cl)cc2)nc2ccccc21	-4	-6	6	-15	-7	104	-0.3	1.1	0.2	100
COC(=O)c1ccccc1NC(=O)CN1C(=O)C2CCCN2c2ncc(Cl)cc21 (stereo not drawn)	-4	-1	6	-8	-3	102	-0.3	1	0.7	99
CCc1nnc(NC(=O)CSc2nnc(CNc3cccc(Cl)c3)n2CC)s1	-11	7	-9	1	1	110	-0.4	1.2	0.2	104
CCOC(=O)Nc1nnc(CCc2ccccc2)s1	-9	-3	-1	-15	-2	108	-0.4	1.2	2.9	107
Cc1cccc2cc3c(NC(=O)C(C)C)nn(C)c3nc12	5	3	2	-4	-3	95	-0.1	0.94	1.9	100
Next part:
SMILES	STAT1 blocker	TLR4 MyD88 comp	STAT3 blocker	APP 5'UTR act	Efa HMGR inh	STAT1 act	Hsp70 activator	NF-kB expr up	Redox H2O2 prof	STAT3 act
Cc1cc(C)nc(NS(=O)(=O)c2cccs2)c1	-12	-13	11	-8	4	111	-0.5	1	0.7	94
O=Cc1ccc(OCc2cn3ccccc3n2)cc1	-23	4	3	89	7	124	0.0	2	-0.4	101
Cc1ccc(Cl)cc1N1CCN(Cc2nnnn2C2CCCCC2)CC1	1	-1	0	3	-1	99	-0.2	0.85	0.0	103
COC(=O)C(C)Sc1nnc(-c2ccncc2)o1 (stereo not drawn)	1	6	1	1	-4	101	-0.1	1.1	0.8	102
CCn1nnc(NC(=O)c2cccc(-c3cc4ccccc4oc3=O)c2)n1	-6	5	-7	-9	-4	106	0.3	1.2	4.8	107
Cc1cc(C)nc(SCCC(=O)Nc2ccccc2C)n1	3	0	11	11	2	97	0.4	1.1	-7.1	95
CCCN(CCO)Cc1ccc(Br)cc1	9	-5	-4	5	4	92	0.1	1.2	0.6	108
CCCCCn1c(CN2CCN(c3cc(Cl)ccc3C)CC2)nc2c1c(=O)[nH]c(=O)n2C	-3	5	3	-19	-6	103	0.2	1.1	1.5	102
CC1c2nc3ccccc3n2C(CC(=O)NCc2ccccn2)C(=O)N1Cc1ccccc1 (stereo not drawn)	1	2	2	-1	-2	100	-0.1	0.9	-1.6	102
COc1ccc(C(=O)COC(=O)c2ccc(OC)c(OC)c2)cc1OC	-2	-13	19	-3	0	101	-0.2	0.96	0.3	89
COc1ccc(-n2cc(-c3ccccc3)[nH]c2=S)cc1	-27	8	-6	15	1	124	-0.2	1.7	0.3	108
CCc1cc2c(C)ccc(C)c2nc1SCC(=O)Nc1c(C)[nH]c(=O)[nH]c1=O	-3	-1	-7	5	0	105	-0.1	1.3	-0.6	103
O=C(Nc1ccc(F)cc1)Nc1nnc(-c2ccccc2)o1	8	-2	23	4	0	92	-0.4	1.3	1.7	84
Cc1nc2c3ccccc3nc(SCC(=O)c3ccc(Cl)cc3)n2n1	0	-8	18	-3	-10	100	-0.1	0.81	-0.3	87
CC1(C)CC2CN(C(=O)Cc3ccccc3)C(C)(C2)C1 (stereo not drawn)	3	-2	11	1	1	96	-0.2	1	-1.1	96
COC(=O)C(NC(C)=O)(Nc1nc2c(s1)CCCC2)C(F)(F)F (stereo not drawn)	7	-7	-11	-20	3	95	-0.3	1.4	-2.1	113
c1ccc(CSc2ccc(-c3ccccn3)nn2)cc1	-7	3	35	139*	1	106	-0.2	6.5*	-0.6	74
COc1ccccc1-c1c(C)[nH]n2c(=O)c(Cc3ccccc3)c(C)nc12	10	9	12	-17	-2	89	0.0	1.2	0.1	94

Some values from the entries so far:
For STAT3 blocker, CC1(C)CC2CN(C(=O)Cc3ccccc3)C(C)(C2)C1 (stereo not drawn) shows 11
For TLR4 MyD88 comp, O=C(C1CC1)N(CCc1ccccc1)Cc1nc2ccccc2c(=O)[nH]1 shows 4

A second format for part of the listing above.
Each structure is followed by: STAT1 blocker, TLR4 MyD88 comp, STAT3 blocker, APP 5'UTR act, Efa HMGR inh, STAT1 act, Hsp70 activator, NF-kB expr up, Redox H2O2 prof, STAT3 act
O=C(C1CC1)N(CCc1ccccc1)Cc1nc2ccccc2c(=O)[nH]1
→ -1, 4, 7, -3, -1, 101, -0.3, 1.1, 1.2, 96
CC1(C)CC2CN(C(=O)Cc3ccccc3)C(C)(C2)C1 (stereo not drawn)
→ 3, -2, 11, 1, 1, 96, -0.2, 1, -1.1, 96
